# Screens deposited in PubChem BioAssay by several laboratories.
# MrgX1 ag: agonists of human MrgX1 receptor; Q96LB2; AID 588627; actives 0.44% (n = 310,000); MrgX1-HEK293 cells, Fluo-4 calcium fluorescence, agonist mode; active compounds read high; B-score at 10 µM;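 active = calcium response B-score plate-corrected fluorescence ratio at least 3 library SD, with starting fluorescence B-score inside 5 SD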
# Target sequence (Q96LB2 whole entry, looked up): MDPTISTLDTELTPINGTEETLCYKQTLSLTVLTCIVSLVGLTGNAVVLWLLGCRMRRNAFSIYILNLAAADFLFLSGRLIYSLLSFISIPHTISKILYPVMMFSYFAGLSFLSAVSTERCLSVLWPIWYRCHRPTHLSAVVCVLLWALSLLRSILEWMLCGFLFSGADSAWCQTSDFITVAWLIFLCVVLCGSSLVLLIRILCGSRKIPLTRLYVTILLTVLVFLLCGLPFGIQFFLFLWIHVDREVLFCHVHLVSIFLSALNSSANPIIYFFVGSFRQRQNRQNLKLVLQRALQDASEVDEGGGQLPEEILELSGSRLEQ
#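 Assay system: stable human MrgX1 HEK293 cell line. Quantity: 15,000 cells per well. Schedule: cells plated overnight, dye loaded 0.5 h 37 °C, 0.5 h room temperature. Detection: Fluo-4 NW calcium-flux fluorescence, kinetic read. Read-out basis: peak-minus-minimum fluorescence over baseline, converted to B scores. Control set: positive and negative control wells on each plate.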
# SKKanGAS inh: blocks kanamycin growth of S. pyogenes SKKanGAS strain; inhibition, % at 7.5 µM; BacTiter-Glo, 6 h; AID 1662; actives 1.3% (n = 300,000);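 active = mean replicate score, as percent of positive control median, at least 50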;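 also: strain carries kanamycin resistance gene driven by streptokinase promoter and grows in 40 µg/ml kanamycin; loss of luminescence reflects streptokinase promoter inhibition or plain growth inhibition; 0% = median of DMSO wells and 100% = positive control at its reference dose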
# MrgX1 PAM: allosterically activates human MrgX1 receptor signaling | Q96LB2 | MrgX1-HEK293, Fluo-4 calcium flux, FDSS; active compounds read high | B-score at 10 µM | actives 0.63% (n = 310,000);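 active = plate-corrected calcium response at least 3 library SD above typical, normal starting fluorescence, not activating the receptor alone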;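 also: compound read alongside a low EC10 to EC30 dose of BAM8-22 agonist; peak minus trough fluorescence over baseline measured at the second addition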
# TMEM16A inh: inhibitors of mouse TMEM16A calcium-activated chloride channel | Q8BHY3 | HEK293 TMEM16A/YFP iodide influx fluorescence, ionomycin | actives 1.2% (n = 310,000) | normalized B-score (activity score, 25-100; higher = stronger inhibition) at 10 µM;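 active = ratio plate-corrected score three or more library SD toward inhibition, starting fluorescence score within five deviations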;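 also: score derived from kinetic fluorescence span divided by baseline fluorescence per well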
# TRPC6 activator: activates the mouse TRPC6 cation channel. HEK293-TRPC6 membrane potential dye fluorescence; active compounds read high. actives 0.13% (n = 310,000). B-score at 10 µM. AID 2550;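 active = B-score of the integrated fluorescence ratio above library mean plus 3 SD, and starting fluorescence ratio within library mean plus 5 SD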;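 also: higher score means more depolarization so channel activation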
# TRPC6 inhibitor: inhibitors of mouse TRPC6 channel; B-score at 10 µM; AID 2553; Q61143; actives 1.1% (n = 310,000); HEK293-TRPC6, membrane potential dye, ACh-evoked depolarization; active compounds read low;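 active = B-score under library mean minus 3 SD, initial fluorescence not abnormally high, positive integrated signal ratio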;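 also: B-score derived from integrated fluorescence ratio over the kinetic read; more negative B-score means stronger inhibition of depolarization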
# TRPC4 potent: allosteric potentiators of mouse TRPC4 channel; Q9QUQ5; HEK293 TRPC4beta/mu-opioid, DAMGO EC20, Fluo-4 Ca2+ flux; active compounds read high; actives 0.42% (n = 310,000); B-score at 10 µM; AID 2227;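 active = B-score of calcium response area above 5 SD of library B-scores, with initial fluorescence ratio within 5 SD of library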;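 also: B-score of integrated fluorescence ratio over time as area under calcium response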
# MrgX1 antag: human MrgX1 receptor antagonism, primary screen; AID 588676; B-score at 10 µM; MRGX1-HEK293 calcium flux, Fluo-4, BAM8-22 antagonism; active compounds read low; actives 1.3% (n = 310,000);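 active = calcium-response B-score plate-corrected more than 3 library SD below zero, starting fluorescence within 5 deviations, no agonist response on first addition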;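 also: peak minus trough fluorescence over baseline after final BAM8-22 challenge near maximal dose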
# TRPC4 inh: TRPC4 (mouse) channel inhibition. Q9QUQ5. HEK293 TRPC4beta/mu-opioid, DAMGO-evoked Fluo4 calcium flux; active compounds read low. B-score at 10 µM. actives 0.39% (n = 300,000);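 active = B-score over 3 SD under the library average, no early fluorescence shift, positive overall ratio signal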
#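 Material: HEK293 cells with stable TRPC4beta plus mu-opioid receptor expression / Probe or stimulus: DAMGO in two steps, submaximal then maximal / Compound: single concentration per test compound / Technique: kinetic Fluo4 fluorescence imaging of calcium influx / Read-out: per-well B score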
# TRPC4 agonist: activators of mouse TRPC4 channel | Q9QUQ5 | HEK293 TRPC4beta/mu-opioid, Fluo4 calcium fluorescence; active compounds read high | B-score at 10 µM | actives 0.49% (n = 310,000);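 active = B-score above 5 SD of library B-scores, and initial fluorescence ratio not above library mean plus 5 SD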;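 also: positive B-score marks a calcium rise read as TRPC4 activation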
#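 Assay system: HEK293 stable line with TRPC4beta plus mu-opioid receptor. Times: dye 45 min RT, read 110 s. Measured by: kinetic Fluo4 calcium fluorescence. Measure: B score of integrated ratio. Controls: assay buffer as low control, maximal DAMGO as high control.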
# TMEM16A act: mouse TMEM16A channel activation, primary screen. HEK293 TMEM16A/YFP-H148Q/I152L, iodide quench fluorescence; active compounds read low. AID 623877. actives 0.3% (n = 340,000). B-score at 10 µM;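 active = fluorescence-ratio B-score plate-corrected deviation score at least 3 library SD below zero, with starting fluorescence score within 5 deviations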;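 also: channel opened by trigger with iodide after compound preincubation; score built on the fluorescence ratio of max minus min over baseline; more negative score means more quench and so TMEM16A activation or potentiation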
# Active calls of the source: *; i = inactive; x = not tested or not shown.
# Start of the data: the first two records, to show the layout:
structure | MrgX1 ag | TMEM16A act | TRPC6 inhibitor | MrgX1 antag | TRPC4 inh | TRPC6 activator | TMEM16A inh | TRPC4 potent | SKKanGAS inh | MrgX1 PAM | TRPC4 agonist
CCO[C@H]1OC(C(=O)N2CCOCC2)=C[C@@H](c2ccccc2)[C@@H]1CCCO | i | i | i | i | i | i | i | i | -3 | i | i
C=CCNC(=O)COC(=O)c1c2c(nc3ccccc13)CCC2 | i | i | i | i | i | i | i | i | 1 | i | i

# The listing (from the top)
structure | MrgX1 ag | TMEM16A act | TRPC6 inhibitor | MrgX1 antag | TRPC4 inh | TRPC6 activator | TMEM16A inh | TRPC4 potent | SKKanGAS inh | MrgX1 PAM | TRPC4 agonist
CCO[C@H]1OC(C(=O)N2CCOCC2)=C[C@@H](c2ccccc2)[C@@H]1CCCO | i | i | i | i | i | i | i | i | -3 | i | i
C=CCNC(=O)COC(=O)c1c2c(nc3ccccc13)CCC2 | i | i | i | i | i | i | i | i | 1 | i | i
O=C(c1ccc2c(c1)OCO2)C1CCCN(C(=O)NCc2ccccc2)C1 (stereo not given) | i | i | i | i | i | i | i | i | -18 | i | i
O=C(CC1C(=O)NCCN1C/C=C/c1ccccc1)NCCc1cccnc1 (stereo not given) | i | i | i | i | i | i | i | i | -9 | i | i
Cc1cc(C)nc(SCc2cc(=O)c(OC(=O)c3cc([N+](=O)[O-])ccc3Cl)co2)n1 | i | i | i | i | i | i | i | i | 0 | i | i
COC(=O)c1cccc(NC(=O)Cn2nnc3ccccc32)c1 | i | i | i | i | i | i | i | i | 1 | i | i
Cc1[nH]n(-c2ccccc2)c(=O)c1N=Nc1ccccc1O | x | i | i | x | i | i | x | i | 68* | x | i
CC(C)CC(NC(=O)C1CCC(C)CC1)C(=O)Nc1ccc2c(c1)OCCO2 (stereo not given) | i | i | i | i | i | i | i | i | 7 | i | i
CC(=O)N1CCN(Cc2nc3cc(NC(=O)c4cccc(Br)c4)ccc3n2C)CC1 | i | i | i | i | i | i | i | i | 3 | i | i
COc1ccc(CCNC(=O)C(=O)NCC2CCCN2S(=O)(=O)c2ccccc2)cc1OC (stereo not given) | i | i | i | i | i | i | 25* | i | 3 | i | i
COc1ccc(CCCc2nnc(SCC(=O)Nc3cccc(C)c3)o2)cc1 | i | i | i | i | i | i | 25* | i | 1 | i | i
CCC(=O)NC(=S)Nc1ccc(NC(=O)c2ccc([N+](=O)[O-])cc2Cl)cc1 | i | i | i | i | i | i | i | i | 6 | i | i
COc1cccc(NC(=O)Nc2cccs2)c1 | i | i | i | i | i | i | i | i | -16 | i | i
CN(C(=O)CC1C(=O)NCCN1CC1CCCCC1)C1CCOCC1 (stereo not given) | i | i | i | i | i | i | i | i | -4 | i | i
CC(C(=O)O)n1c2ccccc2c2cnn(C)c(=O)c21 (stereo not given) | i | i | i | i | i | i | i | i | 2 | i | i
CCOC(=O)N1CCC(NC(=O)c2cnn3cccnc23)CC1 | i | i | i | i | i | i | i | i | -2 | i | i
CC(O)CCc1ccc(O)cc1 (stereo not given) | i | i | i | i | i | i | i | i | 1 | i | i
O=C(CSc1nnc(Cc2ccccc2)o1)N1CCCC1 | i | i | i | i | i | i | i | i | 14 | i | i
CCCC(=O)Nc1nnc(/C=C/c2ccc(OC)cc2)s1 | i | i | i | i | i | i | i | i | 12 | i | i
COc1ccc(/C=N/N(C)c2cc(=O)n(C)c(=O)[nH]2)cc1OC | i | i | i | i | i | i | i | i | 1 | i | i
CC(C)CC(NC(N)=O)C(=O)Nc1cccc([N+](=O)[O-])c1 (stereo not given) | i | i | i | i | i | i | i | i | -7 | i | i
CCOc1ccccc1CN1C(=O)NC2(CCCCCC2)C1=O | i | i | i | i | i | i | i | i | -6 | i | i
Cc1cc(C)nc(SCc2ccc(C(=O)N/N=C3\CC(C)CC(C)(C)C3)cc2)n1 (stereo not given) | i | i | i | i | i | i | i | i | -14 | i | i
CN(CCc1ccccn1)C1CC(=O)N(c2ccc(Cl)cc2)C1=O (stereo not given) | i | i | i | i | i | i | i | i | 1 | i | 148*
CC(C)(C)c1ccc(OCCC(=O)OCC(=O)NC(=O)NC2CCCC2)cc1 | i | i | i | i | i | i | i | i | -2 | i | i
Oc1ccc(/C=N/n2c(COc3ccccc3)n[nH]c2=S)cc1O | i | i | i | i | i | i | i | i | 2 | i | i
COc1ccc(-c2nc(CS(=O)CC(=O)NCc3ccc4c(c3)OCO4)c(C)o2)cc1 (stereo not given) | i | i | i | i | i | i | i | i | -5 | i | i
Cc1ccc(NC(=S)c2ccccc2)cc1 | i | i | i | i | i | i | i | i | 0 | i | i
O=C1CC(SC(=Nc2ccccc2)Nc2ccccc2)C(=O)N1c1cccc(Cl)c1 (stereo not given) | i | i | i | i | i | i | i | i | 13 | i | i
CC(NCCOCCOc1ccccc1)c1ccccc1 (stereo not given) | i | i | i | i | i | i | i | i | 1 | i | i
CCc1ccc(-c2cc(C)no2)cc1S(=O)(=O)N1CCN(c2ccccn2)CC1 | i | i | i | i | i | i | i | i | 6 | i | i
O=C(N/N=C/c1cc(Br)cs1)c1ccccc1[N+](=O)[O-] | i | i | i | i | i | i | i | i | -5 | i | i
Cn1c(=O)[nH]c(=O)c2c1nc(N1CCCC1)n2CCO | i | i | i | i | i | i | i | i | -2 | i | i
N#Cc1nc(-c2ccco2)oc1N1CCN(Cc2ccccc2)CC1 | i | i | i | i | i | i | i | i | 7 | i | i
Cc1nc2ccc(NC(=O)COc3ccccc3F)cc2s1 | i | i | i | -5.8* | i | i | i | i | -25 | i | i
C/C(CC(=O)Nc1ccccn1)=N\NC(=O)C(=O)Nc1cccc(Cl)c1C | i | i | i | i | i | i | i | i | -1 | i | i
Cc1nc([N+](=O)[O-])cn1CC(=O)Nc1ccc(Cl)cc1 | i | i | i | i | i | i | i | i | -6 | i | i
O=C(Nc1c2c(nn1-c1ccccc1)CSC2)c1ccc(N2C(=O)CCC2=O)cc1 | i | i | i | i | i | i | i | i | 3 | i | i
CC(=O)NNC(=S)NC(=O)c1cccc([N+](=O)[O-])c1 | i | i | i | i | i | i | i | i | 1 | i | i
Cc1ccccc1-n1ncc2c1CC(C)(C)CC2NC(=O)CCN1CCCCC1=O (stereo not given) | i | i | i | i | i | i | i | i | 5 | i | i
COc1ccccc1CCNC(=O)CC1C(=O)NCCN1CCCc1ccccc1 (stereo not given) | i | i | i | i | i | i | i | i | -2 | i | i
COc1cc(OC)c(NC(=O)CCNS(=O)(=O)c2ccc3c(c2)CC(C)N3C(C)=O)cc1Cl (stereo not given) | i | i | i | i | i | i | i | i | -15 | i | i
Cn1c(=O)c(C(=O)NCCc2ccc(Cl)cc2)c(O)c2ccccc21 | i | i | i | i | i | i | i | i | 3 | i | i
CCn1nc(NC(=O)C2CCCO2)c2cc3cc(C)ccc3nc21 (stereo not given) | i | i | i | i | i | i | i | i | -4 | i | i
Cn1c(=O)n(Cc2ccco2)c(=N)c2c3c(sc21)CCCC3 | i | i | i | i | i | i | i | i | 0 | i | i
c1ccc(-c2nnc3ccc(N4CCC5(CC4)OCCO5)nn23)cc1 | i | i | i | i | i | i | i | i | 3 | i | i
CC(C)(C)NC(=O)CCc1ncc(C(F)(F)F)cc1Cl | i | i | i | i | i | i | i | i | -9 | i | i
CN(C)S(=O)(=O)c1cccc(NC(=O)c2cncc(Br)c2)c1 | i | i | i | i | i | i | i | i | -4 | i | i
COCCC(=O)N1CCC(Oc2ccc(C(=O)NCc3csc(C)n3)cc2)CC1 | i | i | i | i | i | i | i | i | -2 | i | i
O=C(CSC(=S)N1CCCCC1)Nc1ncc2c(n1)CCCC2=O | i | i | i | i | i | i | i | i | 0 | i | i

# Continued.
structure | MrgX1 ag | TMEM16A act | TRPC6 inhibitor | MrgX1 antag | TRPC4 inh | TRPC6 activator | TMEM16A inh | TRPC4 potent | SKKanGAS inh | MrgX1 PAM | TRPC4 agonist
COc1ccc(CSCC(=O)Nc2ccc(S(=O)(=O)N3CCCCCC3)cc2)cc1 | i | i | i | i | i | i | i | i | -7 | i | i
Cc1ccc(OCCn2cccn2)c(C)c1 | i | i | i | i | i | i | i | i | 4 | i | i
CSc1ccc(C2CC(=O)Nc3nc(SC)[nH]c(=O)c32)cc1 (stereo not given) | i | i | i | i | i | i | i | i | -5 | i | i
COc1ccccc1NC(=O)CN(c1ccccc1C)S(C)(=O)=O | i | i | i | i | i | i | i | i | -2 | i | i
CC(C)CN(CC(C)C)S(=O)(=O)N1CCC(C(=O)NCc2ccco2)CC1 | i | i | i | i | i | i | i | i | 16 | i | i
Cc1nc2ccccc2nc(=O)c1NNc1ccccc1 | x | i | i | x | i | i | x | i | -15 | x | i
C=C(C)c1cccc(C(C)(C)NC(=O)N2CCN(CC(N)=O)CC2)c1 | i | i | i | i | i | i | i | i | 3 | i | i
N#CCN1C(=O)C(=O)N(Cc2cccc(C(F)(F)F)c2)C1=O | i | i | i | i | i | i | i | i | 1 | i | i
CC(=O)NC(=S)NNC(=O)COc1ccc([N+](=O)[O-])cc1 | i | i | i | i | i | i | i | i | 0 | i | i
O=C(c1ccc(F)cc1)N1CCC(O)(c2cccnc2)CC1 | i | i | i | i | i | i | i | i | 5 | i | i
C=CCNC(=S)NNC(=O)C(CCC(C)C)CC(C)(C)O (stereo not given) | i | i | i | i | i | i | i | i | -1 | i | i
CCCCNC(=O)COn1nnc2ccc(S(=O)(=O)N3CCOCC3)cc21 | i | i | i | i | i | i | i | i | -2 | i | i
O=C(Cc1ccccc1F)NC1CCSc2ccccc21 (stereo not given) | i | i | i | i | i | i | i | i | 3 | i | i
NC(=O)[C@@H]1CCCCNc2c(F)cc([N+](=O)[O-])cc2C(=O)N[C@@H](CC(=O)O)C(=O)N[C@@H](CCC(=O)O)C(=O)N1 | i | i | i | i | i | i | i | i | 4 | i | i

# Copied from the list.
# CC(=O)NC(=S)NNC(=O)COc1ccc([N+](=O)[O-])cc1 in SKKanGAS inh → 0
# Cc1ccc(OCCn2cccn2)c(C)c1 in SKKanGAS inh → 4

# Random draw from the library. Share with any hit: about 6.7%.
